Screens (PubChem)
Wnt act – Wnt/beta-catenin pathway activation; Wnt/beta-catenin reporter cell assay, activator, plate reader; actives 1.2% (n = 300,000); activation, % at 9.35 µM; in the data active = activation above about 30%, passing the limit was not always enough;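 also: 0% = neutral control wells and 100% = positive control wells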
NSD2 inh – NSD2 (human) methyltransferase inhibition | inhibition, % at 12.5 µM | actives 0.54% (n = 310,000) | NSD2 peptide methylation, AlphaScreen, 120 min; in the data active = inhibition above about 50%
V-ATPase pHluor – yeast V-ATPase proton transport regulation by pHLuorin | response, % at 10 µM | S. cerevisiae, pHLuorin cytosolic pH fluorescence | AID 504577 | actives 0.37% (n = 350,000); in the data active = response mostly above about 7.3%, no sharp cut-off; inactive = mostly below about 5.4%; also: actives read high; inactives centre near 0; some compounds called inactive have numbers as strong as hits; reference of the scale not given here
dFosB activator – enhances mouse delta FosB homodimer DNA binding | P13346 | purified delta FosB, TAMRA-CDK5 oligo fluorescence polarization; percent of positive-control signal above neutral wells | activation, % at 25 µM | actives 0.99% (n = 340,000) | AID 493131;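 active = mean activation above about 17%, with every replicate also reaching it, limit read from the data, passing the limit was not always enough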;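 also: fluorescence polarization rise as delta FosB binds a TAMRA Cdk5 AP-1 oligo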
Target sequence (P13346 whole entry, looked up): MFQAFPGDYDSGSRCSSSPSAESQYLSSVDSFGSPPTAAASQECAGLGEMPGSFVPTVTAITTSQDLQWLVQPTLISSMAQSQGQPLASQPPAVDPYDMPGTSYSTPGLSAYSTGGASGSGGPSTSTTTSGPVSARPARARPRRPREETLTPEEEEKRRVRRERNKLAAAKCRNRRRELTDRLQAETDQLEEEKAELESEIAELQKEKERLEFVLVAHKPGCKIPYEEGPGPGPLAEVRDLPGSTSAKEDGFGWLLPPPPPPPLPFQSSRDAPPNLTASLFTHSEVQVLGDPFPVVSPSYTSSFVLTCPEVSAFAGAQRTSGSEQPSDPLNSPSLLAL
HTR5A ag ctr – activates human HTR5A in OPRM1-OPRD1 agonist counter-screen. HTR5A agonist assay, luminescence, cell-based. activation, % at 9.3 µM. actives 0.61% (n = 340,000). P47898; in the data active = activation mostly above about 9.5%, no sharp cut-off; inactive = mostly below about 7.6%;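 also: 0% = cells with vehicle only and 100% = reference agonist; strong numbers were not always called active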
Target sequence (P47898 whole entry, looked up): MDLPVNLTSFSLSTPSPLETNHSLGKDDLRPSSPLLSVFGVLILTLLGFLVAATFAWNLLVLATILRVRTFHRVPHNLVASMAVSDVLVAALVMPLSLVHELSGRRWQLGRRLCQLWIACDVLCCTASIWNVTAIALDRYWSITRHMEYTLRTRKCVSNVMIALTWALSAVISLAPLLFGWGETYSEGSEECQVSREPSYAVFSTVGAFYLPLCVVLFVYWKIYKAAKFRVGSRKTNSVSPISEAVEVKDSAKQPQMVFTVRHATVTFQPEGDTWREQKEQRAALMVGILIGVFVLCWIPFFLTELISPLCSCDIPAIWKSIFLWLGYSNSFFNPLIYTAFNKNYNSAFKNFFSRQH
MITF TRPM1 HTS – activators of MITF-driven TRPM1 promoter activity in SK-MEL-5 cells. SK-MEL-5 TRPM1-promoter luciferase, 24 h; % of positive control, neutral wells = 0. activation, % at 12.5 µM. actives 0.75% (n = 300,000);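 active = mean activation of at least 80% with every replicate also reaching 80%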;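 also: 0% = neutral control wells and 100% = parthenolide positive control wells; values of inactives mirror those of a sister screen read the other way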
HTR5A inv ag – HTR5A inverse agonism, opioid heterodimer counter-screen; P47898; HTR5A cell line, luminescence; inhibition, % at 9.3 µM; actives 0.083% (n = 340,000); in the data active = inhibition mostly above about 23%, no sharp cut-off; inactive = mostly below about 18%;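 also: 0% = cells with DMSO and 100% = no-cell wells with DMSO; some compounds called inactive have numbers as strong as hits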
CDK5 inh – inhibitors of human CDK5/p35 kinase; Recombinant CDK5/p35, ADP-Glo luminescence, 60 min; inhibition, % at 10 µM; actives 0.01% (n = 330,000); AID 488839;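 active = highest replicate inhibition of at least 50% and at least 75% of replicates reaching 50%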;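 also: plate controls were DMSO neutral control for no effect and GW8510 at 10 µM for full effect; many of its hits are not listed in these tables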
SR-BI DiI inh – mouse SR-BI HDL lipid transfer inhibition. actives 0.96% (n = 320,000). ldlA[mSR-BI] CHO cells, DiI-HDL uptake fluorescence, 3 h. Q61009. inhibition, % at 12.5 µM;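 active = mean replicate inhibition of at least 70% and a set share of replicates each scoring 70 or more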;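 also: 0% = median of neutral control wells and 100% = median of positive control wells; values of inactives mirror those of a sister screen read the other way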
PvdQ inh – blocks Pseudomonas aeruginosa PvdQ acylase activity; inhibition, % at 10 µM; AID 488965; actives 0.063% (n = 340,000); purified PvdQ acylase, fluorescence plate reader; in the data active = inhibition above about 30%, passing the limit was not always enough;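 also: 0% = vehicle neutral wells and 100% = reference inhibitor wells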
The depositor's hits bear a star; x = no result given.

(1) COc1ccc(OC)c(NC(=O)CN(Cc2ccc(F)cc2)C2CCCCC2)c1
(2) O=C(Nc1ccc(F)cc1)c1nc2c(nnn2Cc2cccc3ccccc23)c(=O)[nH]1
(3) Cc1ccc(CN2C(=O)CCC2C(=O)NCc2cccnc2)cc1 (stereo not given)
(4) COc1ccc(NC(=O)N2CCCC(C(=O)NC(C)C)C2)cc1 (stereo not given)
(5) COc1ccc(-n2c(C)cc(SC)c(C(C)=O)c2=S)cc1
(6) CCC(C)C(NC(=O)c1ccccc1NC(=O)c1ccco1)C(=O)O (stereo not given)
(7) COCCN1CCCC(CNCc2cn(C)nc2-c2ccc(Oc3ccccc3)cc2)C1 (stereo not given)
(8) CCCCCCCCNc1ncnc2[nH]ncc12
(9) COc1ccc(CCN(C)CCN2C(=O)c3ccccc3C2=O)cc1OC
(10) CCOc1ccc(-c2cn3ccccc3n2)cc1[N+](=O)[O-]
entry no.,1,2,3,4,5,6,7,8,9,10
Wnt act,-9,5,x,x,x,11,-1,-8,x,13
NSD2 inh,-1,3,-1,x,5,-1,x,0,-2,x
V-ATPase pHluor,-3,1,1,-1,-4,4,2,-1,2,1
dFosB activator,-11,-9,-2,-1,11,4,-3,-12,4,0
HTR5A ag ctr,-2,2,-6,-2,-5,-2,5,2,1,5
MITF TRPM1 HTS,-21,-14,6,x,-3,x,-31,6,-5,67
HTR5A inv ag,6,-4,5,1,12,-8,-15,-7,9,-13
CDK5 inh,-1.3,1.0,1.8,-1.4,2.4,-0.8,0.8,-0.6,-0.4,-2.0
SR-BI DiI inh,26,-24,-7,-7,3,-25,-16,0,-14,17
PvdQ inh,-11,8,0,2,-11,1,6,-7,-20,-9

(11) Cc1ccccc1CS(=O)(=O)CCC(=O)NCCCN1CCN(c2ccccc2F)CC1
(12) COc1ccc(NC(=O)CSc2n[nH]c(=O)n2C2CC2)cc1OC
(13) CCc1ccccc1-n1nnnc1SCC(=O)Nc1cc(C)on1
(14) Cc1ccc(S(=O)(=O)N2CCN(C(=O)COC(=O)/C=C/c3cccc(Cl)c3)CC2)c(C)c1
(15) COc1ccc(-n2c(C)nnc2SCC(=O)Nc2ccccc2F)cc1
(16) Cn1c(CNc2ccccc2)nc2ccccc21
(17) CC(C)(C)C(=O)NC(=S)Nc1ccc(Cc2ccncc2)cc1
(18) COc1ccc(-c2nn(-c3ccccc3)cc2CN2CCCO2)c(F)c1
(19) O=C(NCCCN1CCOCC1)c1ccc(Cl)cc1Cl
(20) CCOC(=O)C1CCCN(C(=O)Cn2nc(C)c3c(C)n(-c4ccccc4)nc3c2=O)C1 (stereo not given)
entry no.,11,12,13,14,15,16,17,18,19,20
Wnt act,x,-1,0,-3,5,x,0,0,0,-1
NSD2 inh,2,0,-15,-2,x,-5,-2,0,0,-2
V-ATPase pHluor,4,0,-3,1,-2,1,10,1,3,-4
dFosB activator,-7,-2,-3,-11,-6,1,-5,2,-6,-5
HTR5A ag ctr,-12,-1,3,9,4,2,-2,1,0,10
MITF TRPM1 HTS,-9,3,-3,4,5,-7,x,-4,17,-14
HTR5A inv ag,17,1,-9,8,13,-5,7,-8,-6,-20
CDK5 inh,0.4,-2.0,-0.9,-3.6,-1.4,1.4,0.4,2.0,-0.3,-0.9
SR-BI DiI inh,-5,-3,x,-12,1,-5,5,19,-17,3
PvdQ inh,-2,5,4,-4,-4,-9,-3,-2,-7,3

Part of the list above in a different format.
[15] COc1ccc(-n2c(C)nnc2SCC(=O)Nc2ccccc2F)cc1
  Wnt act: 5	NSD2 inh: x	V-ATPase pHluor: -2	dFosB activator: -6	HTR5A ag ctr: 4	MITF TRPM1 HTS: 5	HTR5A inv ag: 13	CDK5 inh: -1.4	SR-BI DiI inh: 1	PvdQ inh: -4
[16] Cn1c(CNc2ccccc2)nc2ccccc21
  Wnt act: x	NSD2 inh: -5	V-ATPase pHluor: 1	dFosB activator: 1	HTR5A ag ctr: 2	MITF TRPM1 HTS: -7	HTR5A inv ag: -5	CDK5 inh: 1.4	SR-BI DiI inh: -5	PvdQ inh: -9
[17] CC(C)(C)C(=O)NC(=S)Nc1ccc(Cc2ccncc2)cc1
  Wnt act: 0	NSD2 inh: -2	V-ATPase pHluor: 10	dFosB activator: -5	HTR5A ag ctr: -2	MITF TRPM1 HTS: x	HTR5A inv ag: 7	CDK5 inh: 0.4	SR-BI DiI inh: 5	PvdQ inh: -3

Returning to the listing with the 2 entries that preceded the break.
(19) O=C(NCCCN1CCOCC1)c1ccc(Cl)cc1Cl
(20) CCOC(=O)C1CCCN(C(=O)Cn2nc(C)c3c(C)n(-c4ccccc4)nc3c2=O)C1 (stereo not given)
(21) CCCCCCN(C(=O)CCl)c1ccccc1
(22) CCCOC(=O)c1c(NC(=O)c2cnn3c2NC(c2ccccc2)CC3C(F)(F)F)sc2c1CCCC2 (stereo not given)
(23) O=C(Nc1ccc(Cl)cc1)Nc1nnc(CSCc2ccccc2)s1
(24) COc1cccc(-c2c(-c3cc(OC)cc(OC)c3)n(C)c3ccc(-c4cnc(OC)nc4)cc23)c1
(25) Cc1cccc(NC(=O)c2cccc(N3C(=O)CCC3=O)c2)c1
(26) COc1ccc(-c2c3c(cc(C)[n+]2[O-])oc2ccc(OC)cc23)cc1
(27) CC1CCN(CCCCOc2ccccc2[N+](=O)[O-])CC1
(28) O=C(NCc1ccco1)/C(=C\c1ccc(F)cc1)NC(=O)c1ccco1
(29) CC(=O)Nc1ccc(C(=O)N/N=C/c2ccncc2)cc1
(30) Cc1ccc(-c2csc(NC(=O)c3ccc(-c4ccccc4)cc3)n2)o1
entry no.,19,20,21,22,23,24,25,26,27,28,29,30
Wnt act,0,-1,1,-3,x,-12,-1,-5,x,0,1,x
NSD2 inh,0,-2,-3,-1,-3,x,-1,1,4,0,-5,x
V-ATPase pHluor,3,-4,1,0,6,-1,-2,0,0,-2,0,1
dFosB activator,-6,-5,-5,-8,-10,2,-1,-11,-5,-8,-3,1
HTR5A ag ctr,0,10,64*,1,6,1,12,-3,-3,-7,5,11
MITF TRPM1 HTS,17,-14,x,1,-11,5,-9,-18,-2,1,-15,1
HTR5A inv ag,-6,-20,-7,3,-16,-4,5,4,16,4,-14,-29
CDK5 inh,-0.3,-0.9,-0.3,0.1,-0.1,0.9,1.7,x,-1.5,-0.6,1.9,0.6
SR-BI DiI inh,-17,3,-6,6,-8,45,-12,16,-12,-14,0,36
PvdQ inh,-7,3,-5,-9,4,-2,-10,3,-11,4,-4,6

(31) CC(NC(=O)/C(C#N)=C/c1ccc([N+](=O)[O-])o1)c1ccccc1 (stereo not given)
(32) Cc1cccc(C(=O)NNC(=O)C(=O)NC(C)(C)C)c1
(33) Cc1ccc(NC(=O)CN(C)C(=O)C2COc3ccccc3O2)cc1 (stereo not given)
(34) COc1ccccc1C1C(C(N)=O)=C(C)Nc2nc(-c3ccc(Cl)cc3)nn21 (stereo not given)
(35) CC(=O)N/N=C/C1=CCC2CC1C2(C)C (stereo not given)
(36) CC(C)CC(=O)Nc1ccccc1-c1nnn(CC(=O)N2CCOCC2)n1
(37) Cc1cc(C)c2c(C)c(C(=O)Nc3c(C)n(C)n(-c4ccccc4)c3=O)oc2c1
(38) COC(=O)c1ccccc1NC(=O)c1cc2ncc(Br)cn2n1
(39) CC1Cc2ccccc2N1C(=O)CCNS(=O)(=O)c1cccc2nsnc12 (stereo not given)
(40) Cc1nn(CC(=O)NCCCc2ccccc2)c(C)c1[N+](=O)[O-]
entry no.,31,32,33,34,35,36,37,38,39,40
Wnt act,4,-1,-1,-2,0,x,-2,-3,x,-2
NSD2 inh,1,-2,-1,x,2,1,1,4,5,4
V-ATPase pHluor,94*,3,5,-2,-1,4,1,-2,6,-1
dFosB activator,-5,2,-10,-6,4,-1,0,-13,-7,1
HTR5A ag ctr,1,9,5,1,-2,-2,3,4,3,0
MITF TRPM1 HTS,-58,-7,-6,6,-5,-15,-24,10,x,3
HTR5A inv ag,-3,2,-22,-4,-10,13,-9,-11,-14,1
CDK5 inh,1.3,-1.3,0.1,0.8,1.1,0.9,1.4,1.3,1.0,0.5
SR-BI DiI inh,7,2,-18,-22,-19,13,0,x,23,-12
PvdQ inh,7,-15,-11,-4,12,1,-16,-10,-16,-4

(41) CC(C)c1ccc(C(C)NC(=S)NC2CCCCC2)cc1 (stereo not given)
(42) CCCN(CCC)CCCNC(=O)CN1C(=O)CSc2ccc(S(=O)(=O)N3CCOCC3)cc21
(43) Cc1ccc(S(=O)(=O)Nc2cc(C)c(O)c(Sc3n[nH]c(C)n3)c2)cc1
(44) O=C(NCc1ccco1)[C@@H]1CSC2c3ccccc3C(=O)N21 (stereo not given in full)
(45) Cc1c(-n2c(O)c(C3=c4ccccc4=NC3=O)sc2=O)c(=O)n(-c2ccccc2)n1C
(46) CCOC(=O)C1CCCN(C(=O)/C=C/c2cc(OC)c(OC)c(OC)c2)C1 (stereo not given)
(47) CC1(CCc2ccccc2)NC(=O)N(CC(=O)Nc2ccccc2C#N)C1=O (stereo not given)
(48) Cc1cc(NC(=O)CSc2nc3c(c(-c4cccnc4)c2C#N)CCC3)no1
(49) CC(C)c1ccc(CNC(=O)CSCC(=O)Nc2ccc3ccccc3c2)cc1
(50) COc1ccc(C2=CSC(/N=C/c3ccc(F)cc3)=NN2)cc1
entry no.,41,42,43,44,45,46,47,48,49,50
Wnt act,-3,0,-1,-1,0,-4,2,x,x,0
NSD2 inh,3,6,11,6,-4,-3,-2,-2,-7,1
V-ATPase pHluor,0,4,-2,-4,0,0,1,-2,3,4
dFosB activator,-2,-7,-3,-3,3,1,-4,-7,-7,-10
HTR5A ag ctr,-1,1,4,1,4,0,1,-2,1,1
MITF TRPM1 HTS,-3,0,-10,-4,-7,2,-21,0,-1,-4
HTR5A inv ag,4,0,-13,4,-36,0,-2,1,4,14
CDK5 inh,-1.6,0.5,-2.0,-3.4,4.0,1.8,-0.8,-0.1,0.4,-0.5
SR-BI DiI inh,-38,-2,x,-13,-12,25,-9,-5,9,75*
PvdQ inh,6,-15,-6,-8,11,-1,-12,4,-13,-7

(51) CCCc1nnc(NC(=O)CCC(=O)N2CCN(Cc3ccc(F)cc3)CC2)s1
(52) Fc1ccc(NC(=S)N2CCOCC2)c(F)c1
(53) CN(CC(=O)Nc1c(Cl)cccc1Cl)C(=O)c1ccccc1SCC(=O)N1CCCC1
(54) Cc1[nH]n(-c2ccccc2)c(=O)c1C=NCC1CCCO1 (stereo not given)
(55) O=C(O)CC/C(=N/NC(=O)c1cn(-c2ccccc2)nc1-c1ccccc1)C(=O)O
(56) CN(C)c1ccc(/C=C(\NC(=O)c2ccccc2)C(=O)NCc2cccnc2)cc1
(57) CCCn1c(=O)[nH]c(=O)c2c(C(F)(F)F)cc(-c3ccc(C)cc3)nc21
entry no.,51,52,53,54,55,56,57
Wnt act,1,1,2,-2,-8,0,-1
NSD2 inh,0,-3,0,0,1,-6,0
V-ATPase pHluor,4,-1,-1,1,1,3,-1
dFosB activator,-15,-1,6,0,-5,-6,6
HTR5A ag ctr,6,2,4,-5,2,-3,3
MITF TRPM1 HTS,-8,-10,6,16,0,-11,10
HTR5A inv ag,-32,-6,-14,13,-2,8,1
CDK5 inh,1.8,-0.2,-0.8,0.3,-2.0,-1.5,-2.3
SR-BI DiI inh,-12,-18,-8,-11,43,x,18
PvdQ inh,-20,-6,-15,-10,-6,-5,-17
